Growth percent in the NCI-60 one-dose screen (48 h, 10 µM unless noted): 100 = growth as untreated, 0 = no growth, -100 = all killed.
SR: SR leukemia cells; 73,000 compounds, 8.7% hits
MCF7: MCF7 breast cancer; 82,000 compounds, 6.3% hits; AID 1794796
MDA-MB-231: MDA-MB-231 breast cancer; 81,000 compounds, 5% hits
K-562: K-562 leukemia | 78,000 compounds, 7.4% hits
MDA-MB-468: MDA-MB-468 breast cancer; AID 2202374; 78,000 compounds, 8.5% hits
RPMI-8226: RPMI-8226 leukemia cells. 77,000 compounds, 7.5% hits
MDA-MB-435: MDA-MB-435 melanoma; 82,000 compounds, 7.8% hits; AID 1794794
MOLT-4: MOLT-4 leukemia cells; 80,000 compounds, 6.9% hits; AID 1794779
The depositor's hits bear a star; . = no result given; & = joins results of further samples; [ ] = another dose, or the depositor's remark. Rule for the calls: active = growth percent below 10; inactive = the rest.

SMILES | SR | MCF7 | MDA-MB-231 | K-562 | MDA-MB-468 | RPMI-8226 | MDA-MB-435 | MOLT-4
COC(=O)[C@@H](C)C[C@H](Cc1ccccc1)NC(=O)c1csc([C@@H](C[C@H](C(C)C)N(C)C(=O)[C@@H](NC(=O)C23CC(NC(C)=O)(C2)C3)C2CC2)OC(C)=O)n1 | 29 | 19 | 58 | 14 | 3.0* | 12 | -17* | 57
CC1(C)N=C(N)N=C(N)N1c1cccc(S(=O)(=O)F)c1 | 96 | 95 | 120 | 110 | 113 | 101 | 101 | 100
CC(CC1CCCCC1)NCc1ccccc1 (stereo not drawn) | 105 | 96 | 97 | 109 | 102 | 106 | 103 | 100
CCCC1(CC(C)C)C(=O)NC(=S)NC1=O | 91 | 101 | 109 | 99 | 93 | 105 | 108 | 102
O=C(O)/C=C/c1ccccc1 | 94&94 | 99&103 | 103&112 | 103&96 | 111&119 | 73&111 | 96&117 | 91&96
COc1ccc(C(Cc2ccccc2)N2CCCCC2)cc1 (stereo not drawn) | 103 | 86 | 104 | 106 | 99 | 98 | 93 | 107
CC(Oc1ccc(Cl)cc1Cl)C(=O)O (stereo not drawn) | . | 101 | 120 | 114 | 97 | . | 105 | 111
Cc1cc(-c2ccc(N)c(C)c2)ccc1N | . | 101 | 94 | 87 | 106 | 114 | 97 | 85
CCCCCC/C=C/c1cc(O)c2c(c1)OC(C)(C)[C@H]1CC[C@H](C)C[C@H]21 | 97 | 91 | 89 | 94 | 125 | 98 | 100 | 94
NC(N)=N/N=C\c1c[nH]c2ccccc12 | 101 | 105 | 97 | 97 | 113 | . | 94 | 109
O=C1NC(=O)C2C1C1(Cl)C(Cl)=C(Cl)C2(Cl)C1(Cl)Cl (stereo not drawn) | . | 101 | 101 | 94 | 106 | 102 | . | 106
O=C1NC(=O)C(CCOc2ccccc2)(CCc2ccccc2)C(=O)N1 | 85 | 99 | 97 | 104 | 104 | 105 | 111 | 87
ClCCN(CCCl)c1ccc(/C=C/c2ccncn2)cc1 | 28 | 71 | 89 | 73 | 63 | 97 | 102 | 61
NC(N)=NC(N)=NCCc1c[nH]c2ccc(O)cc12 | . | 102[100 µM] | 103[100 µM] | . | 99[100 µM] | 105[100 µM] | 102[100 µM] | 103[100 µM]
Cn1cc([N+](=O)[O-])cc1C(=O)C(Cl)(Cl)Cl | . | 105 | 99 | 117 | . | 113 | 98 | 47

Two of the compounds above, with values under each structure:
Every second line gives: SR, MCF7, MDA-MB-231, K-562, MDA-MB-468, RPMI-8226, MDA-MB-435, MOLT-4
- CCCC1(CC(C)C)C(=O)NC(=S)NC1=O
 : 91, 101, 109, 99, 93, 105, 108, 102
- COc1ccc(C(Cc2ccccc2)N2CCCCC2)cc1 (stereo not drawn)
 : 103, 86, 104, 106, 99, 98, 93, 107

(cont.)
SMILES | SR | MCF7 | MDA-MB-231 | K-562 | MDA-MB-468 | RPMI-8226 | MDA-MB-435 | MOLT-4
COc1ccc(/C=C/C(=O)c2cc(S(=O)(=O)N(CCCl)CCCl)c(OC)cc2OC)cc1 | 70 | 75 | 86 | 86 | 80 | 85 | 97 | 94
C[C@]12CC[C@H]3[C@@H](CC=C4c5nc(Cc6ccccc6)sc5CC[C@@]43C)[C@@H]1CC[C@@H]2O | 86 | 76 | 106 | 92 | 89 | 103 | 102 | 72
CCC1CN1P(=O)(OCCOC)N1CC1CC (stereo not drawn) | 94 | 99 | 107 | 109 | 110 | 105 | 99 | 108
COC(=O)C(C)NP(=O)(N1CC1)N1CC1 (stereo not drawn) | 108 | 107 | 101 | 111 | 98 | 103 | 107 | 110
c1cnc2[nH]cc(-c3csc(-c4cn(CCN5CCCCC5)c5ccccc45)n3)c2c1 | 47 | 48 | 45 | 36 | 74 | 52 | 79 | 47
COc1ccc(CC(C)NCc2ccccc2)cc1OC (stereo not drawn) | 104 | 93 | 100 | 116 | 104 | 108 | 101 | 98
O=C(O)CNC(=O)CCl | 95 | 100 | 104 | 96 | 97 | 101 | 105 | 88
Cc1nc2ccccc2c(=O)n1-c1nccs1 | 125 | 113 | 86 | 106 | 101 | 101 | 101 | 108
O=[N+]([O-])/C=C/c1ccc(O)cc1 | 88 | 54 | 105 | 83 | 96 | 93 | 91 | 99
BrCCc1ccccc1 | 99 | 95 | 94 | 96 | 98 | 101 | 102 | 99
CO[C@H]1C(=O)C[C@H]2[C@@H]3CC=C4C[C@@H](O)CC[C@]4(C)[C@H]3CC[C@]12C | 88 | 109 | 106 | 101 | 113 | 94 | 100 | 105
CCCCN(CCCC)CC(O)c1cccc(Br)c1 (stereo not drawn) | 111 | 122 | 81 | 88 | 92 | 78 | 100 | 136
Cc1c(C[N+](C)(C)C)cc(C(C)C)cc1C(C)C | 87 | 99 | 98 | 87 | 75 | 88 | 103 | 88
CN(C)CCSC1=Nc2ccc(Cl)cc2C(c2ccccc2Cl)=NC1 | 97&82 | 103&105 | 102&111 | 100&88 | 102&96 | 86&84 | 95&96 | 99&96
COc1cc(C2c3ccc(N)cc3Oc3nc(N)c(C#N)c(N)c32)cc(OC)c1OC (stereo not drawn) | 101 | 100 | 117 | 111 | 94 | 100 | 107 | 110
C=CCc1cc2c(cc1OC)OCO2 | 97 | 96 | 114 | 108 | 108 | 107 | 101 | 95
CCOP(=O)(OCC)C(O)c1ccc(Cl)c(Cl)c1 (stereo not drawn) | 98 | 94 | 119 | 98 | 125 | 104 | 101 | 82
N#Cc1ccc(Cl)cc1 | 87 | 103 | 108 | 99 | 123 | 106 | 117 | 92
CC1(C)N=C(N)N=C(N)N1c1ccc(CCC(=O)Nc2cccc(S(=O)(=O)F)c2)cc1 | 36 | 55 | 104 | 26 | 28 | . | 35 | 83
Cn1c(=O)oc(=O)c2ccccc21 | 94 | 100 | . | 118 | 107 | 95 | 118 | 97
O=c1[nH]c(=O)n(Cl)c(=O)n1Cl | 113&102 | 86&108 | 113&99 | 109 | 117&106 | 82 | 114&102 | 104&113
CC#CC#COC(=O)C1=C(Nc2ccc(F)c(Cl)c2)C(=O)OC12C(=O)Nc1ccccc12 (stereo not drawn) | 96 | 97 | 96 | 99 | 111 | 82 | 104 | 106
CC[C@]12C=CCN3CC[C@@]4(c5ccc(OC)cc5N(C)[C@H]4[C@@](O)(C(=O)OC)[C@@H]1OC(=O)CCCN1CCN(CCCC(=O)O[C@@H]4[C@]5(CC)C=CCN6CC[C@@]7(c8ccc(OC)cc8N(C)[C@H]7[C@@]4(O)C(=O)OC)[C@@H]65)CC1)[C@@H]32 | . | -84* | -90* | -62* | -88* | -55* | -89* | -63*
N#CCc1ccccc1 | 104 | 98 | 98 | 98 | 101 | 101 | 110 | 98
CC(=O)c1c(O)[nH]c(=S)[nH]c1=O | 96 | 99 | 97 | 101 | 108 | 101 | 102 | 99
COc1cccc(C)c1NC1=NCCO1 | 91 | 96 | 130 | 87 | 88 | 107 | 109 | 97
CN(C)C(Cc1ccc(Cl)cc1)c1ccccc1 (stereo not drawn) | 98 | 104 | 96 | 91 | 108 | 105 | 101 | 106
COc1ccc(N)cc1N | . | 95 | 99 | 115 | 101 | 90 | 122 | 163
OCc1ccco1 | 112 | 90 | 126 | 120 | 115 | 105 | 111 | 101
CC1CN1c1nc(N2CC2C)nc(N2CC2C)n1 (stereo not drawn) | 91 | 98 | 105 | 76 | 106 | 94 | 115 | 81
OCCNC(Cc1ccccc1)c1ccc2c(c1)OCO2 (stereo not drawn) | 99 | 93 | 99 | 84 | 98 | 102 | 108 | 83
CC12CCC3C4CCC(=O)C=C4CCC3C1CC1CC(=O)OC12 (stereo not drawn) | 91 | 99 | 98 | 96 | 102 | 94 | 112 | 96
COc1ccc(C(CN(C)C)C2(O)CCCCC2)cc1 (stereo not drawn) | . | . | 107 | 112 | 116 | 115 | 96 | 88
O=P(NC1CCCCC1)(N1CC1)N1CC1 | 48 | 80 | 102 | 97 | 99 | 99 | 107 | 76
CNC(=O)Oc1cc(Cl)c(Cl)cc1Cl | . | 105 | 107 | 93 | 114 | 112 | 104 | 101
O=C(c1ccccc1)C(F)(Cl)Cl | 101 | 101 | 106 | 115 | 109 | 101 | 107 | 100
O=C(O)c1ccc(CCl)cc1 | 89 | 99 | 120 | 88 | 124 | 102 | 101 | 95
CC(Cc1ccccc1)NC(C#N)c1ccccc1 (stereo not drawn) | 112 | 96 | 100 | . | 99 | 105 | 97 | 119
CC1CCN(C(Cc2ccccc2Cl)c2ccccc2)CC1 (stereo not drawn) | 90 | 97 | 98 | 89 | 93 | 99 | 73 | 85
CC(C)=CC1C(C(=O)OCC(C)C)C1(C)C (stereo not drawn) | 103 | 95 | 112 | 98 | 109 | 107 | 90 | 99
CCN1CC2C3CCC(C)(O3)C2C1 (stereo not drawn) | . | 90 | 110 | 106 | 112 | 101 | 101 | 89
CNC(=O)Oc1ccccc1Br | 75 | 92 | 114 | 89 | 114 | 99 | 107 | 87
O=P(N1CC1)(N1CC1)N1CCc2ccccc21 | . | 86 | 104 | . | 95 | . | 111 | .
COc1cc2c(cc1OC)CC(C)[N+](C)=C2 (stereo not drawn) | 94 | 97 | 105 | 101 | 100 | 106 | 100 | 95
NNC(=O)c1ccccc1 | 110 | 91 | 96 | 122 | 97 | 104 | 104 | 113
OC(Cc1ccccn1)C(Cl)(Cl)Cl (stereo not drawn) | 105 | 103 | 107 | 95 | 98 | 103 | 105 | 93
O=C(O)COc1cccc(Cl)c1 | 98 | 99 | 107 | 106 | 92 | 95 | 110 | 93
CC1C2CCC(C2)C1OC(=O)c1ccccc1C(=O)O (stereo not drawn) (tested in a mixture with another compound) | 80 | 101 | 84 | 114 | 99 | 102 | . | 96
Clc1ccc(Br)cc1 | 111 | 100 | 109 | 106 | 104 | . | 111 | 108
CC12CCC3c4ccc(O)cc4CCC3C1CCC2NC(=O)Cc1ccc(N(CCCl)CCCl)cc1 (stereo not drawn) | 50 | 70 | 87 | 86 | 66 | 61 | 88 | 49
Nc1nc(N)[nH]c(=O)n1 | . | 88 | 109 | 109 | 98 | 110 | 101 | 111
C[C@@H]1CC[C@@H]2[C@@H]1[C@H](OC(=O)/C=C/C1CCCCC1)[C@]1(C3CCCCC3)C[C@@H](OC(=O)CO)[C@@]2(C)O1 | . | 40 | 62 | 44 | 59 | 25 | 73 | .
C(#CCN1CCOCC1)CN1CCOCC1 | 100 | 108 | 119 | 97 | 103 | 94 | 101 | 97
C[C@]12CCc3sc(-c4cccc(F)c4)nc3C1=CC[C@@H]1[C@@H]2CC[C@]2(C)C(=O)CC[C@@H]12 | 5.1* | 11 | 62 | 7.0* | 29 | -2.9* | 49 | 5.8*
O=C(NC(=S)N1CC1)c1ccccc1 | 83 | 98 | 113 | 94 | 99 | 103 | 110 | 92
CCCCCCCCCCCCCC[P+](CCCCCC)(CCCCCC)CCCCCC | 62 | -52* | -38* | 39 | -88* | 59 | -81* | 52
CNN | 106 | 105 | 107 | 107 | 94 | 120 | 107 | 106
O=C(CCl)Cc1ccccc1 | 73 | 94 | 100 | 95 | 94 | 93 | 106 | 91
Cc1ccc(CCN)cc1 | 97 | 98 | 104 | 119 | 97 | 90 | 118 | 102
CC[C@H]1CN2CCC1C[C@@H]2[C@@H](O)c1ccnc2ccc(OC)cc12 (stereo partly drawn) | 98 | 101 | 109 | 84 | 99 | 101 | 99 | 101

Entries from the list above with an NH in an aromatic ring:
SMILES | SR | MCF7 | MDA-MB-231 | K-562 | MDA-MB-468 | RPMI-8226 | MDA-MB-435 | MOLT-4
NC(N)=N/N=C\c1c[nH]c2ccccc12 | 101 | 105 | 97 | 97 | 113 | . | 94 | 109
NC(N)=NC(N)=NCCc1c[nH]c2ccc(O)cc12 | . | 102[100 µM] | 103[100 µM] | . | 99[100 µM] | 105[100 µM] | 102[100 µM] | 103[100 µM]
c1cnc2[nH]cc(-c3csc(-c4cn(CCN5CCCCC5)c5ccccc45)n3)c2c1 | 47 | 48 | 45 | 36 | 74 | 52 | 79 | 47
O=c1[nH]c(=O)n(Cl)c(=O)n1Cl | 113&102 | 86&108 | 113&99 | 109 | 117&106 | 82 | 114&102 | 104&113
CC(=O)c1c(O)[nH]c(=S)[nH]c1=O | 96 | 99 | 97 | 101 | 108 | 101 | 102 | 99
Nc1nc(N)[nH]c(=O)n1 | . | 88 | 109 | 109 | 98 | 110 | 101 | 111

(continued)
SMILES | SR | MCF7 | MDA-MB-231 | K-562 | MDA-MB-468 | RPMI-8226 | MDA-MB-435 | MOLT-4
CC1Cc2cc(O)c(O)cc2C=[N+]1C (stereo not drawn) | 114 | 102 | 101 | 105 | 99 | 100 | 101 | 123
Cn1c(=O)c2nncnc2n(C)c1=O | 52 | 109 | 117 | 74 | 110 | 103 | 100 | 100
COc1ccc(C2CC(=O)c3c(cc(OC)c(OC)c3OC)O2)cc1 (stereo not drawn) | 87 | 98 | 96 | 104 | 94 | 103 | 92 | 100
CCCCC1(CC)COP(=O)(OCC(Cl)(Cl)Cl)OC1 (stereo not drawn) | 124 | 110 | 102 | 101 | 107 | 127 | 124 | 102
CCCCOP(=O)(OCCCC)c1ccccc1 | 102 | 106 | 100 | 105 | 100 | 106 | 107 | 109
CC(C)OCCCNC(=O)CCl | 99 | 95 | 114 | 101 | 106 | 105 | 111 | 102
c1ccc(CNC2CCCCCCC2)cc1 (tested in a mixture with another compound) | 96 | 104 | 102 | 98 | 94 | 101 | 103 | 102
COc1ccc2nc(Cl)c(/C=C(\C#N)C(=O)c3cn(Cc4ccccc4)c4ccccc34)cc2c1 | 90 | 97 | 102 | 93 | 100 | . | 105 | 93
COC(=O)C1CC2c3ccccc3C1c1ccccc12 (stereo not drawn) | 94 | 96 | 122 | 102 | 93 | 82 | 107 | 97
O=C1NC(=O)C(=Cc2cn(CC(O)Cn3cc(C=C4C(=O)NC(=O)NC4=O)c4ccccc43)c3ccccc23)C(=O)N1 | 97 | 91 | 105 | 107 | 97 | 99 | 109 | 110
COc1cc(N(CCCl)CCCl)ccc1C=Nc1ccccc1C(=O)O | 84 | 94 | 97 | 95 | 63 | 97 | 102 | 97

Source: PubChem (NCI)

Not all compounds are listed; rates above refer to the full screens.
